Source: PubChem BioAssay
HIV fusion peptide: cell-free HIV fusion peptide-binding blockers – biochemical, uHTS, fluorescence dequenching, primary screen (AID 1986); cell-free peptide binding, fluorescence dequenching, 30 min; higher % means a stronger effect; inhibition, % at 20 µM; hits with a dose series show IC50 in µM; 290,000 tested, 0.3% active; in the data active = inhibition mostly above about 52%, no sharp cut-off; inactive = mostly below about 76%; note: some results filed as inactive read as strong as hits
PhoP inhibition: inhibitors of PhoP regulon expression, primary screen, Salmonella Typhimurium, GFP reporter (AID 1863); S. Typhimurium PhoP-regulated promoter GFP reporter, 4 h; higher % means a stronger effect; inhibition, % at 50 µM; hits with a dose series show IC50 in µM; 300,000 tested, 0.16% active;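 active = inhibition over 29.93%, a cutoff 3 SD above the screen mean, later confirmed by dose response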;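 note: 0% = low Mg2+ inducing control and 100% = high Mg2+ repressing control; strong numbers were not always called active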
HEK293 NOD2/NF-kB: inhibition of NOD2-driven NF-kB reporter – cell-based, luminescence, uHTS, HEK293 (AID 1566); 290,000 tested, 0.63% active; one-dose inhibition, % at 4 µM; EC50 in µM for titrated hits; HEK293 NOD2/NF-kB luciferase reporter, luminescence; higher % means a stronger effect; note: many of its hits are not listed in these tables
KOR beta-arrestin-1: kappa opioid receptor activators – cell-based, luminescence, uHTS, primary screen (AID 1777). KOR beta-arrestin recruitment, luminescence; higher % means a stronger effect. activation, % at 10 µM, or EC50 in µM where a hit was titrated. 280,000 tested, 0.02% active; in the data active = activation above about 50%, passing the limit was not always enough; note: a part of the inactive calls stands beside numbers as strong as those of hits
LYP inhibition: inhibitors of LYP phosphatase, biochemical, fluorescence intensity, uHTS (AID 1779). one-dose inhibition, % at 11.5 µM; IC50 in µM for titrated hits. recombinant LYP phosphatase, fluorescence intensity; higher % means a stronger effect. 290,000 tested, 0.054% active;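 note: plate controls were vehicle with enzyme for no effect and no enzyme for full effect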
NOD1 NF-kB reporter: NOD1 signaling inhibitors, primary screen, cell-based, luminescence, uHTS (AID 1578) | NOD1-driven NF-kB luciferase reporter cells, luminescence; higher % means a stronger effect | one-dose inhibition, % at 4 µM; EC50 in µM for titrated hits | 290,000 tested, 1% active; in the data active = inhibition mostly above about 36%, no sharp cut-off; inactive = mostly below about 34%;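 note: HEK-293T reporter cells stimulated with the NOD1 agonist gamma-tri-DAP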
Myeloid diff 2: myeloid differentiation induction. ER-HoxA9 myeloid progenitors, lysozyme-GFP differentiation, flow cytometry. calls only at 10 µM. 360,000 tested, 1% active. AID 624256;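 active = normalized GFP-positive differentiation at or above the plate's own cutoff, the solvent-only control mean plus 3 SD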;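 note: cells exposed to compound for four days before flow analysis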
KOR beta-arrestin-2: kappa opioid receptor blockers – cell-based, luminescence, uHTS (AID 1778); 290,000 tested, 0.091% active; KOR beta-arrestin recruitment, luminescence, antagonist mode; higher % means a stronger effect; one-dose inhibition, % at 10 µM; IC50 in µM for titrated hits; note: strong numbers were not always called active
SIAH1 antagonists: blockers of Siah-1 interaction with plectin peptide – biochemical, fluorescence polarization, rhodamine-plectin, uHTS, primary screen (AID 1817); Siah-1 / rhodamine-plectin peptide fluorescence polarization; higher % means a stronger effect; one-dose displacement, % at 20 µM; IC50 in µM for titrated hits; 290,000 tested, 0.02% active;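 active = displacement of at least 50% at 20 µM, with a fluorescence ratio check between 0.3 and a set limit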;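 note: plate controls were Siah plus tracer with DMSO for no effect and tracer alone without Siah for full effect; strong numbers were not always called active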
Myeloid diff 2 GFP+ MAC1+ %: also measured in Myeloid diff 2; calls as there; GFP+ MAC1+ double positive, %; measured here: differentiation confirmed by MAC1 staining
An asterisk follows results filed as active; [ ] = dose if it differs, or a comment. Cut-off read from the data, not from the text of the source, unless noted: active = inhibition above about 50%; inactive = the rest. This is a subset; count on the stated rates, not on these rows.

What do the screens show for `Cc1ccc2nc(-c3ccc(NC(=O)CSCC(=O)O)cc3)sc2c1`?
HIV fusion peptide: 12%; PhoP inhibition: -16%; HEK293 NOD2/NF-kB: -156%; KOR beta-arrestin-1: 4.3%; LYP inhibition: -5%; NOD1 NF-kB reporter: -6%; Myeloid diff 2: inactive; KOR beta-arrestin-2: -13%; SIAH1 antagonists: 0%; Myeloid diff 2 GFP+ MAC1+ %: 0.3

How did COc1ccc(-n2nc3c(c2NC(=O)C2CC2)CS(=O)(=O)C3)cc1 do in these assays?
HIV fusion peptide: 0.6%; PhoP inhibition: -8%; HEK293 NOD2/NF-kB: 0%; KOR beta-arrestin-1: -0.8%; LYP inhibition: -6%; NOD1 NF-kB reporter: -20%; Myeloid diff 2: inactive; KOR beta-arrestin-2: 14%; SIAH1 antagonists: -1%; Myeloid diff 2 GFP+ MAC1+ %: 0.4

How did CC(NC(=O)[C@H](C)NC(=O)c1ccco1)c1ccc(S(N)(=O)=O)cc1 (stereo partly drawn) do in these assays?
HIV fusion peptide: 0.7%; PhoP inhibition: 7%; HEK293 NOD2/NF-kB: 16%; KOR beta-arrestin-1: -1.7%; LYP inhibition: -6%; NOD1 NF-kB reporter: -39%; Myeloid diff 2: inactive; KOR beta-arrestin-2: -22%; SIAH1 antagonists: 8%; Myeloid diff 2 GFP+ MAC1+ %: 0.5

Results for COc1ccc(NC(=O)NNS(=O)(=O)c2cc(C)ccc2C)cc1OC ?
HIV fusion peptide: 1.1%; PhoP inhibition: 0%; HEK293 NOD2/NF-kB: 12%; KOR beta-arrestin-1: -2.4%; LYP inhibition: -4%; NOD1 NF-kB reporter: 5%; Myeloid diff 2: inactive; KOR beta-arrestin-2: 1%; SIAH1 antagonists: 3%; Myeloid diff 2 GFP+ MAC1+ %: 0.5

Results for CCOC(=O)CSc1cc(C)nc(NC(C)=O)n1 ?
HIV fusion peptide: -0.7%; PhoP inhibition: 1%; HEK293 NOD2/NF-kB: 2%; KOR beta-arrestin-1: 6.3%; LYP inhibition: -5%; NOD1 NF-kB reporter: -16%; Myeloid diff 2: inactive; KOR beta-arrestin-2: -5%; SIAH1 antagonists: 1%; Myeloid diff 2 GFP+ MAC1+ %: 1.3

Results for COC(=O)c1ccc2nc(C)cc(Nc3ccc(N(C)C)cc3)c2c1 ?
HIV fusion peptide: -1.9%; PhoP inhibition: -3%; HEK293 NOD2/NF-kB: -2%; KOR beta-arrestin-1: 0.3%; LYP inhibition: 1%; NOD1 NF-kB reporter: -34%; Myeloid diff 2: inactive; KOR beta-arrestin-2: 3%; SIAH1 antagonists: -2%; Myeloid diff 2 GFP+ MAC1+ %: 3.3

Results for COc1cc(O)c2c(c1)OC(C)(C)CC2=O ?
HIV fusion peptide: 1.2%; PhoP inhibition: -2%; HEK293 NOD2/NF-kB: -8%; KOR beta-arrestin-1: 0.2%; LYP inhibition: -6%; NOD1 NF-kB reporter: 5%; Myeloid diff 2: inactive; KOR beta-arrestin-2: -60%; SIAH1 antagonists: -4%; Myeloid diff 2 GFP+ MAC1+ %: 0.7

What do the screens show for `CCC(C)c1ccc(NC(=O)N2CCOCC2)cc1` (stereo not drawn)?
HIV fusion peptide: 0.6%; PhoP inhibition: 4%; HEK293 NOD2/NF-kB: -3%; KOR beta-arrestin-1: -0.1%; LYP inhibition: -9%; NOD1 NF-kB reporter: -44%; Myeloid diff 2: inactive; KOR beta-arrestin-2: -33%[20 µM]; SIAH1 antagonists: -2%; Myeloid diff 2 GFP+ MAC1+ %: 0.8

How did COc1ccc(CNC(=O)[C@H](C)[C@@H]2C[C@@]2(C)[C@@H](NC(=O)OCc2ccccc2)c2ccccc2)cc1OC do in these assays?
HIV fusion peptide: 0.2%; PhoP inhibition: -1%; HEK293 NOD2/NF-kB: 11%; KOR beta-arrestin-1: 4.7%; LYP inhibition: 1%; NOD1 NF-kB reporter: -17%; KOR beta-arrestin-2: 6%; SIAH1 antagonists: -3%

How did COc1ccc(Br)cc1C(=O)Nc1ccc(C(=O)NCC(C)C)cc1 do in these assays?
HIV fusion peptide: -0.4%; PhoP inhibition: -5%; HEK293 NOD2/NF-kB: 14%; KOR beta-arrestin-1: 11%; LYP inhibition: -7%; NOD1 NF-kB reporter: 8%; Myeloid diff 2: inactive; KOR beta-arrestin-2: 13%; SIAH1 antagonists: 2%; Myeloid diff 2 GFP+ MAC1+ %: 0.1

Results for COc1cccc(C2C(C(=O)c3cccs3)=C(O)C(=O)N2CCCn2ccnc2)c1OC (stereo not drawn) ?
HIV fusion peptide: -1.9%; HEK293 NOD2/NF-kB: -5%; KOR beta-arrestin-1: -4.3%; LYP inhibition: -8%; NOD1 NF-kB reporter: -15%; KOR beta-arrestin-2: 5%; SIAH1 antagonists: -2%

Results for O=C(c1cccs1)N(Cc1ccco1)c1nc(-c2ccc(F)cc2)cs1 ?
HIV fusion peptide: 0.6%; PhoP inhibition: 6%; HEK293 NOD2/NF-kB: 3%; KOR beta-arrestin-1: -1.6%; LYP inhibition: 5%; NOD1 NF-kB reporter: 1%; KOR beta-arrestin-2: -10%; SIAH1 antagonists: 13%

How did Cc1ccc(C(C)NC(=O)c2ccc3c(c2)OCO3)cc1C (stereo not drawn) do in these assays?
HIV fusion peptide: 0.6%; PhoP inhibition: -5%; HEK293 NOD2/NF-kB: 15%; KOR beta-arrestin-1: 5.6%; LYP inhibition: -5%; NOD1 NF-kB reporter: -5%; Myeloid diff 2: inactive; KOR beta-arrestin-2: 10%; SIAH1 antagonists: 1%; Myeloid diff 2 GFP+ MAC1+ %: 1.4

How did CCOc1ccc(C(=O)Nc2nccs2)cc1[N+](=O)[O-] do in these assays?
HIV fusion peptide: -2.3%; PhoP inhibition: 15%; HEK293 NOD2/NF-kB: -44%; KOR beta-arrestin-1: 5.0%; LYP inhibition: -6%; NOD1 NF-kB reporter: -46%; Myeloid diff 2: inactive; KOR beta-arrestin-2: 0%; SIAH1 antagonists: 3%; Myeloid diff 2 GFP+ MAC1+ %: 0.3

What do the screens show for `CCCn1nnnc1NCc1ccccc1OCC`?
HIV fusion peptide: 0.9%; PhoP inhibition: 0%; HEK293 NOD2/NF-kB: 3%; LYP inhibition: -10%; NOD1 NF-kB reporter: -1%; Myeloid diff 2: inactive; KOR beta-arrestin-2: -22%[20 µM]; SIAH1 antagonists: 3%; Myeloid diff 2 GFP+ MAC1+ %: 0.3

How did Cc1ccc(C(=O)Nc2ccccc2NC(=O)c2ccc(C)o2)o1 do in these assays?
HIV fusion peptide: -2.8%; PhoP inhibition: 19%; HEK293 NOD2/NF-kB: 6%; KOR beta-arrestin-1: 6.7%; LYP inhibition: -7%; NOD1 NF-kB reporter: 10%; Myeloid diff 2: inactive; KOR beta-arrestin-2: 20%; SIAH1 antagonists: 2%; Myeloid diff 2 GFP+ MAC1+ %: 1.7

What do the screens show for `Cc1nc2ccccc2c(=O)n1/N=C1\C(=O)N(C)c2ccccc21`?
HIV fusion peptide: 0.1%; PhoP inhibition: 1%; HEK293 NOD2/NF-kB: -10%; LYP inhibition: -3%; NOD1 NF-kB reporter: -51%; KOR beta-arrestin-2: 7%[20 µM]; SIAH1 antagonists: 0%

What do the screens show for `Cc1ccc(NC(=S)NC2CCN(Cc3ccccc3)CC2)cc1C`?
HIV fusion peptide: -1.0%; PhoP inhibition: 1%; HEK293 NOD2/NF-kB: 11%; KOR beta-arrestin-1: -4.9%; LYP inhibition: -5%; NOD1 NF-kB reporter: -16%; Myeloid diff 2: active; KOR beta-arrestin-2: 5%; SIAH1 antagonists: 5%; Myeloid diff 2 GFP+ MAC1+ %: 0.5*

How did COc1ccc(NC(=O)CCCn2c(=S)[nH]c3ccccc3c2=O)cc1 do in these assays?
HIV fusion peptide: 1.4%; PhoP inhibition: -5%; HEK293 NOD2/NF-kB: 18%; KOR beta-arrestin-1: 1.4%; LYP inhibition: -1%; NOD1 NF-kB reporter: -14%; Myeloid diff 2: inactive; KOR beta-arrestin-2: -18%; SIAH1 antagonists: -3%; Myeloid diff 2 GFP+ MAC1+ %: 2.2

What do the screens show for `CC(=O)Nc1nc(C)c(-c2csc(Nc3cccc(C(C)=O)c3)n2)s1`?
HIV fusion peptide: 0.3%; PhoP inhibition: 6%; HEK293 NOD2/NF-kB: -14%; KOR beta-arrestin-1: -4.5%; LYP inhibition: -4%; NOD1 NF-kB reporter: 4%; KOR beta-arrestin-2: 4%; SIAH1 antagonists: -1%

2 entries picked at random from the list so far, as already listed:
How did Cc1ccc(C(C)NC(=O)c2ccc3c(c2)OCO3)cc1C (stereo not drawn) do in these assays?
HIV fusion peptide: 0.6%; PhoP inhibition: -5%; HEK293 NOD2/NF-kB: 15%; KOR beta-arrestin-1: 5.6%; LYP inhibition: -5%; NOD1 NF-kB reporter: -5%; Myeloid diff 2: inactive; KOR beta-arrestin-2: 10%; SIAH1 antagonists: 1%; Myeloid diff 2 GFP+ MAC1+ %: 1.4

What do the screens show for `CC(=O)Nc1nc(C)c(-c2csc(Nc3cccc(C(C)=O)c3)n2)s1`?
HIV fusion peptide: 0.3%; PhoP inhibition: 6%; HEK293 NOD2/NF-kB: -14%; KOR beta-arrestin-1: -4.5%; LYP inhibition: -4%; NOD1 NF-kB reporter: 4%; KOR beta-arrestin-2: 4%; SIAH1 antagonists: -1%

Other entries follow:
Results for COc1ccc(NC(=O)CCC(=O)Nc2cc(OC)c(NC(=O)c3ccco3)cc2OC)c(OC)c1 ?
HIV fusion peptide: 1.1%; PhoP inhibition: -6%; HEK293 NOD2/NF-kB: -11%; KOR beta-arrestin-1: -1.6%; LYP inhibition: 0%; NOD1 NF-kB reporter: -40%; Myeloid diff 2: inactive; KOR beta-arrestin-2: -10%; SIAH1 antagonists: 2%; Myeloid diff 2 GFP+ MAC1+ %: 4.0

What do the screens show for `Cc1cc(N/C(=N/S(=O)(=O)c2cc(F)ccc2F)c2ccccc2)n(-c2ccccc2)n1`?
HIV fusion peptide: 1.3%; PhoP inhibition: 0%; HEK293 NOD2/NF-kB: 14%; KOR beta-arrestin-1: -1.3%; LYP inhibition: 2%; NOD1 NF-kB reporter: -4%; Myeloid diff 2: inactive; KOR beta-arrestin-2: -1%; SIAH1 antagonists: 6%; Myeloid diff 2 GFP+ MAC1+ %: 0.3

Results for O=C(CN1CCCCCC1)Nc1cc([N+](=O)[O-])ccc1Cl ?
HIV fusion peptide: -1.3%; PhoP inhibition: 8%; HEK293 NOD2/NF-kB: 22%; KOR beta-arrestin-1: -2.0%; LYP inhibition: -6%; NOD1 NF-kB reporter: 17%; Myeloid diff 2: inactive; KOR beta-arrestin-2: -1%; SIAH1 antagonists: -4%; Myeloid diff 2 GFP+ MAC1+ %: 1.9

What do the screens show for `CSc1cnn(Cc2ccccc2)c(=O)c1SCc1ccccc1`?
HIV fusion peptide: -1.1%; PhoP inhibition: 12%; HEK293 NOD2/NF-kB: 7%; KOR beta-arrestin-1: 6.4%; LYP inhibition: 6%; NOD1 NF-kB reporter: 63%; Myeloid diff 2: inactive; KOR beta-arrestin-2: -3%; SIAH1 antagonists: -11%; Myeloid diff 2 GFP+ MAC1+ %: 0.5
